Screening data deposited in PubChem BioAssay by several laboratories.
HSF1 activator: increases HSF-1 driven luciferase reporter signal; NIH3T3-HGL HSF-1 luciferase reporter, MG132, 8 h; 100% = twice DMSO control signal; activation, % at 9 µM; 300,000 tested, 1.7% active;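 active means mean replicate activation of at least 50% with a set share of replicates each reaching 50%; inconclusive means only one of those two conditions met; inactive means mean below 50% and too few replicates reaching it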;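 further: 0% = median of the neutral control wells and 100% = twice that signal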
IEC-6 tox: kills IEC-6 intestinal cells in KLF5 counter-screen. IEC-6 cytotoxicity, luminescence viability. 290,000 tested, 0.78% active. inhibition, % at 5 µM; in the data active means inhibition above about 22%;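 further: 0% = plate median of test compound wells and 100% = cytotoxic reference compound wells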
GSK3beta inhib: blocks human GSK3beta kinase activity | 300,000 tested, 0.038% active | AID 2097 | GST-GSK3beta kinase, ADP-Glo luminescence, 60 min; active compounds read low | activity score (negative = inhibition), % at 10 µM;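 active means more than half of replicate wells score below -50%, meaning over 50% inhibition versus plate controls; inconclusive means some replicates but at most half score below -50%; inactive means no replicate scores below -50%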;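 further: 0% = median DMSO wells and -100% = median GW8510 positive control wells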
Target sequence (P49841 whole entry, looked up): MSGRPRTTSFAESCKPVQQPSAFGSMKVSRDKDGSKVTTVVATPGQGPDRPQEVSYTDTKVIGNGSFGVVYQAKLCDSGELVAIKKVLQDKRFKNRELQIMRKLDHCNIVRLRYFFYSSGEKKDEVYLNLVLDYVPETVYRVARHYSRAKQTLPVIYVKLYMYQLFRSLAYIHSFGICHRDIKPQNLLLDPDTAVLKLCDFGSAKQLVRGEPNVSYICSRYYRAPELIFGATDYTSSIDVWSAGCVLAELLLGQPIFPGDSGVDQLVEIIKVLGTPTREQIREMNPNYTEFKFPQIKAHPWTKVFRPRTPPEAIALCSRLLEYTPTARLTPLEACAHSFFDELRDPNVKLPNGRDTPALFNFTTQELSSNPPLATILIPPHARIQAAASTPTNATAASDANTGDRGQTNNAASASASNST
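Test system: GST-fused GSK3beta enzyme, cell-free | Quantity: 1.6 ng GST-GSK3beta enzyme per well | Reagent: 25 µM ATP with peptide substrate | Schedule: 60 min enzyme reaction, room temperature | Signal: Luminescent ADP-Glo measurement of ADP formed | Read-out basis: Score relative to plate controls | Control set: DMSO and 20 µM GW8510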
HSF1 inh: HSF1 inhibition | NIH3T3-HGL HSE-luciferase, MG132-induced, luminescence 8 h; active compounds read low | 300,000 tested, 0.77% active | activity change, negative = inhibition, % at 7.5 µM (by protocol);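 active means more than half of replicate wells show activity change below -50%, luminescence cut by over half; inconclusive means some wells, but at most half, below -50%; inactive means no replicate well below -50%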;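 further: luciferase reports HSF-1 transcriptional activity via heat shock element; 0% = median of DMSO wells and -100% = zero luminescence signal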
aSyn UTR inh: MLPCN primary screen, SNCA 5' untranslated region | 300,000 tested, 0.82% active | alpha-synuclein 5'UTR reporter, inhibitor activity | inhibition, % (tested at 7.5 µM); in the data active means inhibition above about 60%; inconclusive means no clear call, values can overlap the other calls;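 further: H4 neuroglioblastoma cells stably carrying SNCA 5'UTR luciferase fusion; 0% = DMSO wells and 100% = positive control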
KLF5 inhibitor: kruppel-like factor 5 inhibition; inhibition, % at 5 µM; DLD-1 KLF5 promoter-luciferase reporter, luminescence; 290,000 tested, 0.23% active;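 active means inhibition above a per-plate limit of that plate's mean compound inhibition plus 3 SD, cut at about 60% in these data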;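 further: 0% = DMSO wells and 100% = LY294002 at 200 µM; higher means less KLF5 promoter-driven luciferase light; inactives centre near -14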
GSK3A inh: blocks human GSK-3 alpha kinase; AID 2650; inhibition, % at 10 µM; 320,000 tested, 0.1% active; ADP-Glo luminescence, 60 min; P49840;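 in the data active means inhibition above about 50%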;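 further: GST-tagged GSK-3 alpha with peptide substrate and 25 µM ATP; 0% = DMSO neutral wells and 100% = GW8510 positive control wells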
Target sequence (P49840 whole entry, looked up): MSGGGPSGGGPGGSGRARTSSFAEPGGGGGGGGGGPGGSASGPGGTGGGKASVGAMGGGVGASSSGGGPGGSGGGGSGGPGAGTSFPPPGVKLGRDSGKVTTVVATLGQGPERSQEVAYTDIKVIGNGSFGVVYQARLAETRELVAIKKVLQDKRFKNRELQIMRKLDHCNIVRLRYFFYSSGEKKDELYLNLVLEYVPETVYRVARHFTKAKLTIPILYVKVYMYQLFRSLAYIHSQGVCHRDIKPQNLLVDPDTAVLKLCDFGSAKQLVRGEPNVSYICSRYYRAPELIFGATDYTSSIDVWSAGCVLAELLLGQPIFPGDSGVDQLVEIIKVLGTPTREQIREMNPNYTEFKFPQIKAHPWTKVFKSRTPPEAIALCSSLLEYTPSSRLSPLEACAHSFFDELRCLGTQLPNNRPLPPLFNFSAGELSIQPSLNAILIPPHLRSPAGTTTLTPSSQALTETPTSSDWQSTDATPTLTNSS
HSP90 refold inh: blocks HSP90-mediated luciferase refolding in reticulocyte lysate; Rabbit reticulocyte lysate, luciferase refolding luminescence, 3 h; 290,000 tested, 0.91% active; inhibition, % at 5.6 µM;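 active means inhibition above the screen-wide mean plus 3 SD, computed separately per campaign, cut at about 16% in these data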;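 further: 0% = DMSO wells and 100% = 60 µM geldanamycin wells; inhibitors lower the luminescence because luciferase stays unfolded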
PolyA inh: inhibitors of polyadenylation in S. cerevisiae; S. cerevisiae SKY197-pL101 polyadenylation reporter, beta-gal luminescence; efflux-impaired pdr1/pdr3 knockout yeast; score 100 = 6 SD above DMSO; 300,000 tested, 0.02% active; calls only at 12 µM;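 active means lowest replicate activity score at least 50, where 100 means six control SD above control mean; inconclusive means lowest score under 50 but half or more replicates reach 50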;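 further: yeast exposed to compound for 9 h at 30 °C; higher score means more reporter readthrough which indicates perturbed polyadenylation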
AI-2 QS mod: Vibrio harveyi AI-2 quorum sensing modulation; 300,000 tested, 0.4% active; Vibrio harveyi JMH597 AI-2 luminescence/OD600 ratio, 9 h; active compounds read low; strain lacks LuxN and CqsS sensors; 0 = neutral-control median; activity change, % at 7.5 µM; AID 2094; in the data active means activity change below about -75%, passing the limit was not always enough; inconclusive means no clear call, values can overlap the other calls;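 further: luminescence divided by OD600 gain over 9 h not by final OD600 alone; inactives centre near 13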
An asterisk follows results filed as active; i = inactive; ? = inconclusive; nt = no result given. The list is partial. The share of hits here may be higher or lower than overall.

SMILES	HSF1 activator	IEC-6 tox	GSK3beta inhib	HSF1 inh	aSyn UTR inh	KLF5 inhibitor	GSK3A inh	HSP90 refold inh	PolyA inh	AI-2 QS mod
O=c1c2ccccc2ncn1CCCSc1ccccc1	19	-1	0	25	-50	-29	2	1	i	4
O=C(COc1ccc(Cl)cc1)NNC(=O)c1ccccc1C(=O)O	-48	2	-2	-35	15	-26	-1	-3	i	9
CS(=O)(=O)Nc1ccccc1C(=O)NCc1ccccc1Cl	-1	9	1	-5	23	-6	-1	4	i	5
O=C(N/N=C/C1CC=CCC1)c1cc2ccccc2cc1O (centres undefined)	35	-4	2	8	1	-1	-1	0	i	28
S=c1nc(-c2ccco2)[nH][nH]1	-15	1	-9	8	4	-4	0	5	i	38
Cc1ccc(C2=NNC(=O)C(c3ccc(Cl)cc3)C2)cc1 (centres undefined)	31	4	2	16	13	-10	-1	0	i	-84*
O=C(Nc1ccc(F)cc1)c1cc(-c2ccccc2)no1	-18	0	2	-9	6	-1	1	2	i	17
O=C(O)C1CCCCC1C(=O)NCCCc1ccccc1 (centres undefined)	15	-2	9	-4	36	4	3	1	i	12
COc1ccc(C(C)C)cc1S(=O)(=O)N1CCC(C(=O)NCc2cccnc2)CC1	-16	-9	2	1	13	3	-1	-4	i	15
COC(=O)CSc1nc2ccc(NC(=O)c3ccccc3C(=O)N3CCOCC3)cc2s1	10	-1	4	-2	-43	7	-3	3	i	-1
Nc1ccc(OCc2ccco2)cc1	-27	9	-3	-11	-6	-20	0	0	i	14
COc1ccccc1NC(=O)C1=C(C)Nc2nnnn2C1c1cccc(C)c1 (centres undefined)	-1	-5	-2	4	-7	-26	0	2	i	8
CCOc1ccc(NC(=O)NCc2ccc3c(c2)OCO3)cc1	-7	2	-2	-3	6	-11	-2	1	i	15
CC(=O)Nc1ccc(NC(=O)CSc2ccc(-c3cccnc3)nn2)cc1	6	-1	0	0	14	-22	0	-2	i	21
COc1ccccc1NS(=O)(=O)c1cccc(C(=O)NCC(c2ccco2)N(C)C)c1 (centres undefined)	-11	nt	1	-5	-4	nt	-2	nt	i	38
CC(CCc1ccccc1)NC(=O)CSc1ccccn1 (centres undefined)	-15	10	1	-1	-15	-30	-1	1	i	-4
CCOc1cccc(-c2nnc3sc(-c4cc(OC)c(OC)c(OC)c4)nn23)c1	-7	1	nt	-3	24	-19	-2	0	i	nt
CCOC(=O)c1c(C)[nH]c(C(=O)OCc2ccc([N+](=O)[O-])cc2)c1C	36	4	1	-2	-29	-19	-5	-2	i	21
O=C(NCCC1CCCCN1S(=O)(=O)c1ccccc1)C(=O)Nc1ccccc1 (centres undefined)	17	nt	1	1	-4	nt	-3	nt	i	6
CCC(=O)c1cn(CC(=O)OC)c2ccccc12	-17	-5	2	-3	-18	-28	-1	-2	i	18
COc1ccc(S(=O)(=O)NCc2cccs2)cc1	0	-1	0	2	-1	-26	3	2	i	19
Cc1cc(C)n(C(=O)c2c([N+](=O)[O-])c(C)nn2C)n1	-19	-12	-2	-8	33	-21	2	-3	i	24
COc1ccc(N2CCN(Cc3cc4c(cc3O)CCC4)CC2)cc1	8	-2	1	9	-2	-19	-1	2	i	18
Cc1ccc(CSC2=Nc3ccccc3C3=NC(CCC(=O)NCc4ccco4)C(=O)N23)cc1 (centres undefined)	50	8	0	23	-36	-29	1	5	i	39
CC(C)C1C(c2ccccc2)NC(c2ccccc2)CC1(O)c1ccc(F)cc1 (centres undefined)	22	-2	0	11	12	-7	-1	2	i	6
CCOCCCNc1c2c(nc3cc(-c4ccc(F)cc4)nn13)CCC2	4	-2	-1	2	-14	-49	-1	3	i	4
CCOC(=O)/C(C#N)=C/c1cn(CCC(=O)O)nc1-c1ccc(Br)cc1	nt	0	-1	nt	17	-28	-3	2	i	-9
Cn1c(SCC(=O)NC(c2ccccc2)c2ccccc2)nnc1-c1cccs1	-36	1	0	-17	15	-4	2	4	i	9
COC(=O)CCCCCNc1ccc(C(=O)OC)cc1N	10	-7	2	5	27	-20	-1	1	i	6
COc1ccc(N(CC(=O)N2CCCCC2)S(=O)(=O)c2ccccc2)c(OC)c1	-5	4	-2	-3	-8	17	-3	5	i	26
CCOC(=O)c1nnsc1NC(C)=O	-5	-2	-7	-5	17	-19	1	-2	i	16
Cc1ccc(NC(=O)C(NS(=O)(=O)c2cccc3nsnc23)C(C)C)nc1 (centres undefined)	1	2	0	5	-16	-27	0	2	i	2
c1ccc(-c2nc3ccccc3c3nncn23)cc1	-70	9	3	-59*	1	-16	0	1	i	15
COc1ccccc1/C=C/CN1CCCC(CCC(=O)NCc2ccc(F)c(F)c2)C1 (centres undefined)	-6	2	-2	3	-8	7	1	-1	i	12
CCOC(=O)COc1cc(O)c2c(=O)cc(-c3ccccc3)oc2c1	-2	5	-3	-2	-4	-12	5	4	i	25
N#C/C(=C/c1ccc(OCc2ccccc2)cc1)C(=O)NC1CCCCC1	49	-5	2	26	-121	8	0	0	i	26
O=C(NNC(=O)c1ccncc1)Nc1cccc([N+](=O)[O-])c1	nt	-3	-1	nt	nt	-5	4	-1	i	8
C/C(=C(\C#N)C(=O)NCCCN1CCOCC1)N(C)C	-4	0	1	-5	6	-10	-2	2	i	22
CCc1c(C)nc2ncnn2c1N1CCC(C(=O)Nc2cccc(C(C)=O)c2)CC1	30	-5	3	9	-7	25	-2	3	i	29
CCOC(=O)[C@@H]1[C@H]2COc3cc(OC)ccc3[C@H]2N2C(=O)N(c3ccc(C(F)(F)F)cc3)C(=O)[C@@]12C	8	7	1	15	21	7	-1	-4	i	22

Ordered by value in KLF5 inhibitor (high to low): 3 of the compounds above
mol	KLF5 inhibitor
CCc1c(C)nc2ncnn2c1N1CCC(C(=O)Nc2cccc(C(C)=O)c2)CC1	25
N#C/C(=C/c1ccc(OCc2ccccc2)cc1)C(=O)NC1CCCCC1	8
CCOC(=O)[C@@H]1[C@H]2COc3cc(OC)ccc3[C@H]2N2C(=O)N(c3ccc(C(F)(F)F)cc3)C(=O)[C@@]12C	7

New compounds follow
SMILES	HSF1 activator	IEC-6 tox	GSK3beta inhib	HSF1 inh	aSyn UTR inh	KLF5 inhibitor	GSK3A inh	HSP90 refold inh	PolyA inh	AI-2 QS mod
C=CC[n+]1c(-c2ccc(OCC)cc2)csc1NNC(=O)Nc1ccccc1	-27	6	3	-17	11	-21	1	0	i	26
CC(OC(=O)CN1C(=O)C2CCCCC2C1=O)C(=O)Nc1ncc(Cl)cc1Cl (centres undefined)	15	-1	-4	-2	17	-28	-3	1	i	20
CCCCSc1nnc2c(n1)OC=Nc1ccccc1-2	12	-8	2	5	-3	-12	-1	-2	i	10
N#Cc1c(NC(=O)CSc2nc3ccccc3s2)sc2c1CCCC2	6	-4	-3	1	-51	-10	-1	1	i	26
O=C(O)C1CCC1C(=O)Nc1nc(-c2ccc(Cl)s2)cs1 (centres undefined)	-2	-9	3	-2	2	-18	-3	0	i	39
Cc1oc(C(C)(C)C)cc1C(=O)Nc1ccc2c(c1)OCCO2	-1	2	-1	7	-179	-88	-4	2	i	?
COc1cc(NC(=O)Cn2cnc(S(=O)(=O)N3CCOCC3)c2)cc(OC)c1OC	25	1	2	7	-15	-8	-2	1	i	17
CCCCC/C=N\NC(=O)Cc1ccc([N+](=O)[O-])cc1	6	0	1	-3	-18	-17	0	1	i	20
N/C(=N\OC(=O)c1ccco1)c1ccc(Br)cc1	21	-10	1	25	-200	-103	2	-5	i	6
COCCNCCCOc1ccc(Br)cc1Cl	14	-4	1	8	8	-3	0	3	i	29
CCC(C)n1c(SCC(=O)NC2CCCC2)nc2ccccc2c1=O (centres undefined)	1	nt	-4	-2	11	nt	-2	nt	i	18
N#CCSc1nnc(Cc2cccs2)n1C1CCCCC1	7	1	-1	-1	-7	-11	-3	1	i	0
COc1ccc(NC(=O)CCCC(=O)NCCc2ccc(OC)c(OC)c2)cc1	5	5	-3	-5	-16	-62	-3	3	i	2
Cc1cc(CNC(=O)C2CCC(=O)N(Cc3ccccc3F)C2)on1 (centres undefined)	9	4	5	2	3	-18	0	-4	i	30
CCOC(=O)C1CCN(S(=O)(=O)c2ccc(CNC(=O)c3ccccc3)s2)CC1	15	3	1	-3	9	-19	-1	-5	i	27
O=C(c1ccco1)N1CCN(C(c2cccs2)c2nnnn2C2CCCC2)CC1 (centres undefined)	-2	-1	-2	2	2	-9	-2	2	i	20
COCCn1c(SCC(=O)NC(=O)NC(C)C)nc2ccccc21	7	-5	1	0	23	-1	0	-2	i	22
COc1cc(C2=NOC(C(=O)Nc3cccnc3)C2)cc(OC)c1OC (centres undefined)	5	5	-1	-11	-4	2	-2	-4	i	27
COc1ccc(/C(O)=C2/C(=O)C(=O)N(c3ncccn3)C2c2ccc(OC)c(OC)c2)cc1 (centres undefined)	9	3	3	1	-22	8	nt	1	i	4
Cc1noc(NS(=O)(=O)c2ccc(NC(=O)c3ccoc3C)cc2)c1C	8	-9	4	-8	16	-21	0	-2	i	18
CSc1nc(Cc2ccccc2)nc2ccccc12	-5	5	-1	0	18	-7	-2	3	i	23
Cc1cc(C)c(C(=O)CSc2nnc(C)s2)c(C)c1	-9	-2	2	-8	-6	-36	0	2	i	10
O=C(NC1(C(F)(F)F)C(=O)Nc2c1c(=O)[nH]c(=O)n2Cc1ccco1)C1CC1 (centres undefined)	-16	-2	8	-4	8	10	-2	2	i	11
CCOc1ccc(S(=O)(=O)N2Cc3ccccc3CC2C(=O)O)cc1 (centres undefined)	10	0	-1	3	6	-9	-3	1	i	42
CCOc1cc(/C=N/NC(=O)C(C)Sc2ccccn2)ccc1O (centres undefined)	-6	-3	0	0	12	-5	1	4	i	19
O=C(COc1ccccc1)NCC(=O)Nc1cccc2ccccc12	5	0	0	-4	1	14	-3	-6	i	9
Cc1cccc(-n2c(CNC(=O)COc3ccccc3)nnc2SCC(=O)Nc2nccs2)c1	nt	3	nt	nt	nt	-13	3	0	nt	nt
COc1ccccc1-c1coc2c(CN(C)C)c(O)ccc2c1=O	5	-4	0	3	-3	-20	1	-5	i	16
COc1ccccc1-n1c(SCC(=O)Nc2cc(C)on2)nc2c(c1=O)SCC2	17	10	0	8	8	5	-1	1	i	18
O=C(Nc1cccc(NC(=O)c2ccccc2F)c1)c1ccccc1	17	-8	1	2	5	-26	0	-2	i	2
O=C(COc1ccc(F)cc1)OCCN1CCOCC1	14	-2	2	-4	10	1	-1	0	i	15
Cn1ncc(Cl)c1C(=O)NC(=S)Nc1sc2c(c1C#N)CCCCC2	-11	3	-3	8	-31	-19	-2	3	i	20
CCOc1ccc(C(=O)NC(=S)NCCCN2CCOCC2)cc1	0	0	0	0	-2	-5	-4	-6	i	20
COC(=O)C1CSC(C(=O)OC)N1C(=O)CN1CCN(c2ccccc2)CC1 (centres undefined)	16	-3	-1	-4	14	-19	1	0	nt	19
